From PubChem BioAssay
MITF inh = blocks human microphthalmia-associated transcription factor | AlphaScreen MITF homodimerization, bead proximity signal | AID 1259374 | inhibition, % at 2.6 µM | O75030 | 650,000 compounds, 0.91% hits; in the data active = inhibition above about 50%;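 also: 0% = vehicle wells with protein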
Target sequence (O75030 whole entry, looked up): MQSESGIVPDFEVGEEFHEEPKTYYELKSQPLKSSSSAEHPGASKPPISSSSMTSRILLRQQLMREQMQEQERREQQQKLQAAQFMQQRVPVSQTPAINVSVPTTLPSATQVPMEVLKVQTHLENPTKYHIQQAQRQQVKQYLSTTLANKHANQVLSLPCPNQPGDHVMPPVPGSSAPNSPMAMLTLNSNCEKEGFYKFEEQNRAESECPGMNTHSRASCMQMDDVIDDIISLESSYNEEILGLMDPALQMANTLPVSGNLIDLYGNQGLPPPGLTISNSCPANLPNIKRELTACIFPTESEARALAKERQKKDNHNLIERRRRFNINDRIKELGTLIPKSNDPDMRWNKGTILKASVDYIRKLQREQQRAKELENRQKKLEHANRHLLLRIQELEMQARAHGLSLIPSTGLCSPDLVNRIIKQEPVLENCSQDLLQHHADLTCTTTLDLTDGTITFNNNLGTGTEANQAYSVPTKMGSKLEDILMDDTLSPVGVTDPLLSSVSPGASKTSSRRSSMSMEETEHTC
GPR151 ag = activates the human receptor GPR151 | PathHunter beta-arrestin GPR151 cells, luminescence | 650,000 compounds, 1% hits | activation, % at 11.2 µM | Q8TDV0; in the data active = activation above about 4.9%;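 also: 0% = median of compound wells and 100% = cells with positive control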
Target sequence (Q8TDV0 whole entry, looked up): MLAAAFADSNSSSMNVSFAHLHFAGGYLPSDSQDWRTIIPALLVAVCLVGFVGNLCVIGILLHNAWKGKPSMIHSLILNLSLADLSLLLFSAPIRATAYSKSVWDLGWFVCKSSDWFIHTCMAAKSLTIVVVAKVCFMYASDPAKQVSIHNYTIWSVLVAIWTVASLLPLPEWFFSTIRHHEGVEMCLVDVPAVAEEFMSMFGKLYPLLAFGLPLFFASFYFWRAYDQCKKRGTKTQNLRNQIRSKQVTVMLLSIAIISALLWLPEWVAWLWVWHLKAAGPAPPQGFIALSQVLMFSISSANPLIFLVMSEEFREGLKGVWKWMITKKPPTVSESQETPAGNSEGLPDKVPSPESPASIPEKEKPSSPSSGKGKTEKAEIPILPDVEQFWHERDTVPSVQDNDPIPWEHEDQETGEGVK
TEAD-YAP block = TEAD-YAP interaction inhibition; HEK-TIYL cells, TEAD-Gal4/YAP UAS-luciferase luminescence; inhibition, % at 9.12 µM; 640,000 compounds, 1.4% hits; AID 1259422; in the data active = inhibition above about 32%;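 also: 0% = median of test compound wells and 100% = reference inhibitor wells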
FBW7 act = human FBW7 E3 ligase activation, primary screen; AlphaScreen FBW7–phospho-cyclin E peptide binding, activator screen; normalized activity (activation), % at 26.1 µM; 650,000 compounds, 0.13% hits; AID 1259310; in the data active = normalized activity above about 1.9%;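 also: purified mutant Fbw7 with reduced substrate affinity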
Starred values were filed as active, the others as inactive; & = joins results of further samples.

SMILES	MITF inh	GPR151 ag	TEAD-YAP block	FBW7 act
Cc1c(C(=O)NC2CCCCC2)sc2ncn(CC(=O)N3CC(C)CC(C)C3)c(=O)c12 (stereo unspecified)	-2.8	-0.9	-4.4	0.6
OCCNc1ccnc(Cl)n1	11.8	-0.8	6.5	0.4
O=C(N/N=C1\CC(=O)c2ccccc21)c1ccc(NS(=O)(=O)c2cccs2)cc1	0.7	-1.2	0.6	-0.1
CCN(CC)c1nc(Nc2ccc(N3CCOCC3)cc2)nc(N2CCN(Cc3ccc4c(c3)OCO4)CC2)n1	2.3	0.5	-2.4	-0.2
O=C(Oc1ccccc1NC1=NS(=O)(=O)c2ccccc21)c1cccc([N+](=O)[O-])c1	1.8	-0.5	-3.3	0.6
CC(NC(=O)/C=C/c1cnc2ccccc2n1)C1CC2CCC1C2 (stereo unspecified)	12.9	1.6	-22.7	0.3
Cc1ccc(S(=O)(=O)NCc2ccc(C(=O)NCCc3ccccc3)cc2)cc1	-0.3	0.7	-0.5	0.8
O=C(CN(CCc1ccccc1)S(=O)(=O)c1ccccc1)NCc1ccncc1	-5.8	-2.2	-2.2	-0.1
COc1ccc(C)cc1Nc1ccc2cccc([N+](=O)[O-])c2n1	6.8	0.0	-9.5	0.2
CSc1nc2c(c(=O)n(C)c(=O)n2C)n1Cc1ccc(Cl)cc1	3.4	-0.4	6.6	-0.1
Cc1cc(C)cc(N2C(=O)C3C4C=CC(C5CC45)C3C2=O)c1 (stereo unspecified)	-8.3	-0.7	8.7	0.1
CCN(C(=O)c1cnc2ccccn2c1=O)c1ccccc1C	-5.6	0.7	5.8	0.0
CC1(C)CC(N2C(=O)OC3(CCCCC3)C2(C)O)CC(C)(C)N1 (stereo unspecified)	16.3	0.2	-12.3	0.1
CCOC(=O)c1ccc(NC(=O)c2cccnc2)cc1	13.2	-2.4	-23.5	0.7
COc1ccc(S(=O)(=O)CCC(=O)Nc2ccc(Br)cc2F)cc1	1.2	0.4	8.5	0.0
O=C(CSc1cn(CCNC(=O)c2ccc(Cl)cc2)c2ccccc12)NCC1CCCO1 (stereo unspecified)	0.5	-0.9	-11.6	0.0
CC1=C(C)CC(C(=O)Nc2ccc(C)c(C)c2)C(C(=O)O)C1 (stereo unspecified)	-11.5	-1.7	0.1	0.2
C=C(C)CSc1nc2sc3c(c2c(=O)n1CCc1ccccc1)CC(C)(C)OC3	-0.2	-0.8	1.5	-0.1
Cn1ncc2c(Nc3ccc(-c4ccccc4)cc3)ncnc21	8.8	0.2	7.2	0.1
CCCOC(=O)c1c(NC(=O)c2cc(-c3ccc(C(C)C)cc3)nc3ccccc23)sc2c1CCC(C)C2 (stereo unspecified)	-0.7	1.3	-14.6	-0.2
CCOc1ccc(NC(=O)c2ccc(NC(=O)C34CCC(=O)N3CCS4)cc2)cc1 (stereo unspecified)	2.6	-0.8	-4.6	0.3
O=C1NC(=O)C(N2CCC(c3ccccc3)CC2)S1 (stereo unspecified)	16.0	-1.7	3.6	0.0
CCOC(=O)C1=C(C)N=c2s/c(=C\c3ccc(-c4cccc(C(=O)OCC)c4)o3)c(=O)n2C1c1ccc(C(C)C)cc1 (stereo unspecified)	-11.9	4.7	-13.6	0.1
Cc1cc(=O)oc2cc(O)c3c(c12)OC(N)=C(C#N)C3c1ccccc1Cl (stereo unspecified)	7.8	-0.4	-9.5	0.1
CCN(CC)C(=O)c1ccc(Oc2ccc(C(=O)N(CC)CC)cc2)cc1	6.4	1.0	-0.9	-0.1
c1ccc(CCc2nnc3n2CCN(Cc2ccc4c(c2)CCO4)CC3)cc1	2.2	-0.7	1.8	0.0
O=C(Nc1nnc(-c2ccco2)o1)c1ccc([N+](=O)[O-])s1	25.3	-2.5	-16.7	0.1
CCC(c1nnnn1C(C)(C)CC)N1CCN(c2cccc(OC)c2)CC1 (stereo unspecified)	-4.5	-0.9	0.2	0.0
O=C(CSc1ncccn1)NCc1ccc(F)cc1	1.0	0.5	-13.1	0.0
Cc1ccc2c(c1)c(=O)c1ccccc1n2CC(=O)Oc1ccc(C#N)cc1	5.3	-1.4	-22.3	0.2
CCC(C)NC(=O)C1CCCN(S(=O)(=O)N2CCC(C)CC2)C1 (stereo unspecified)	2.4	1.2	-1.9	0.3
COc1ccc(C(=O)N2CCN(c3ccc(F)cc3)CC2)cc1	0.9	2.2	4.8	0.0
Cc1cccc(NC(=O)Nc2ccccc2Cl)n1	11.9	-0.5	-18.4	-0.1
Cn1cnnc1SCC(=O)Nc1ccccc1C#N	18.0	-1.2	3.1	0.1
CCOC(=O)c1sc(N)nc1-c1ccc([N+](=O)[O-])cc1	4.1	0.0	3.4	-0.1
CCc1ccccc1OCCCCCNCCO	10.2	-0.4	4.4	-0.1
C=CCc1cc(OC)ccc1OCCOCCNCCCC	32.0	-0.3	-3.5	0.0
O=C(NC1CC1)c1cccc(Nc2ccc3ncccc3c2)n1	13.8	0.4	-35.8	0.5
COc1ccc(/C=C/c2ccc3cccc(OC(C)=O)c3n2)cc1OC(C)=O	16.6	-4.4	75.2*	0.0
OC1CC(c2ccccc2)NC(c2ccco2)C1 (stereo unspecified)	19.5	-0.5	-11.3	0.1
COc1nc(OC)nc(-n2cnc(NC(=O)Nc3cccc(Cl)c3)n2)n1	-5.1	-1.5	1.8	-0.1
CCOc1ccc(CCNC(=O)CN(C)c2nnc(N3CCCC3=O)s2)cc1OCC	4.2	1.6	1.7	0.1
CCOc1ccc(-c2nn(-c3ccccc3)cc2C2C(C(=O)OCc3ccccc3)=C(C)NC(C)=C2C(=O)OCc2ccccc2)cc1	-0.8	1.9	-5.6	-0.1
Cc1cccc(CN2CCCC(N(C)CCc3ccccc3)C2)n1 (stereo unspecified)	4.0	-1.4	3.8	-0.1
CCCN(CCC)c1ccc(C(=O)OC)cc1NC(=S)Nc1ccccc1OC	11.0	0.7	-3.6	-0.3
Cc1[nH]nc2c1C(c1ccccn1)N(c1ccc(Br)cc1)C2=O (stereo unspecified)	10.2	-0.4	0.6	0.7
COc1nc(Nc2ccc(C3Nc4ccccc4O3)cc2)nc(N2CCOCC2)n1 (stereo unspecified)	24.9	1.7	0.8	0.1
Nc1cc(=O)[nH]c2nnc(SCC(=O)Nc3nccs3)n12	7.9	-0.7	2.1	0.2
CC1CCN(c2ccc(C(=O)Nc3cc(F)cc(F)c3)cc2[N+](=O)[O-])CC1	-1.8	0.4	-21.3	-0.5
O=C(Nc1ccc(-c2cscn2)cc1)C1CCCN(C(=O)C2=CCCC2)C1 (stereo unspecified)	9.0	-0.3	-9.3	0.0
CCC(C)NC(=O)C1CCN(C(=O)c2ccc([N+](=O)[O-])cc2)CC1 (stereo unspecified)	7.5	3.0	-0.5	1.1
NC1CC2(CCCC2)Oc2ccccc21 (stereo unspecified)	-13.8	-1.0	-8.6	0.0
Cc1oc(-c2cccc(Cl)c2)nc1CSCC(=O)NC1CC1	20.6	-1.3	-10.0	0.6
Cc1ccc(N2CC(C(=O)OCC(=O)Nc3ccc(Br)cc3C)CC2=O)cc1 (stereo unspecified)	33.0	2.5	4.3	-0.2
CC(C)NC(=O)CN1CCN(C(=O)c2ncoc2-c2cccs2)CC1	1.7	0.6	6.8	0.0
NC(=O)c1nc(-c2ccc(Br)cc2)nc2c1[nH]c(=O)n2-c1ccc(F)cc1	0.9	0.1	-7.9	0.1
COc1ccc(C2C(C(=O)NCc3ccccc3OC)c3ccccc3C(=O)N2C)cc1 (stereo unspecified)	-2.6	-0.3	7.7	0.1
CC(=O)Nc1cccc(NC(=O)C2CCCCC2C(=O)O)c1 (stereo unspecified)	0.8	0.2	4.8	0.3
CCCCN(CC)S(=O)(=O)c1ccc(F)c(C(=O)Nc2ccccc2OCC)c1	12.1	-0.6	4.9	0.8
CCOC(=O)/C(C#N)=C(/O)c1ccc(NC(=O)c2ccccc2Cl)cc1	10.3	-0.8	3.8	0.0

Other records.
SMILES	MITF inh	GPR151 ag	TEAD-YAP block	FBW7 act
O=C(NCc1ccc2c(c1)OCO2)c1ccc(N2CC3CC(C2)c2cccc(=O)n2C3)c(NS(=O)(=O)c2ccc(Cl)cc2)c1 (stereo unspecified)	-2.5	0.0	-16.2	-1.0
CCOc1ccc(/C(=C2\OC(=O)c3ccccc32)[N+](=O)[O-])cc1	11.0	1.3	6.4	-0.2
CCC(CC)CN1CCC2(CC1)CC2C(=O)N1CCCN(C)CC1 (stereo unspecified)	-15.0	-1.3	-2.7	-0.3
CCN(CC)C(=O)C1CCCN(c2nc(NCc3cccc(C(F)(F)F)c3)c3[nH]cnc3n2)C1 (stereo unspecified)	-1.4	2.5	5.4	0.1
Cc1c(Cl)cccc1NS(=O)(=O)c1ccc(NS(=O)(=O)c2ccc3c(c2)OCCO3)cc1	15.4	-1.1	9.4	0.5
Cc1ccc(CNC(=O)c2c(F)cccc2Cl)cc1	10.3	-0.5	-5.6	0.1
Cc1ccc(OCC(=O)N2CCN(c3ccccc3F)CC2)cc1	-6.6	0.6	-10.7	-0.2
COC(=O)c1sc2ccccc2c1NC(=O)c1cc2ccccc2cc1OC	-1.8	-0.3	-6.7	-0.1
O=S(=O)(c1cccc2nsnc12)N1CCC(Cc2ccccc2)CC1	20.3	0.9	4.7	0.2
C=CCNc1cc(-c2ccc(F)cc2)nc(C)n1	9.5	-1.5	-50.1	0.1
CCSCCOC(=O)C1=C(C)NC2=C(C(=O)CC(c3ccc(Cl)cc3)C2)C1c1cc(Cl)c(O)c(OC)c1 (stereo unspecified)	-2.2	1.7	8.1	0.0
O=c1[nH]c(N2CCCCC2)nc2c1CCN(Cc1ccccc1O)C2	8.2	0.5	5.4	0.1
CCOC(=O)COc1ccc(/C=C2\NC(=S)N(C3CCCCC3)C2=O)cc1OC	8.5	2.4	0.0	0.0
CCOC(=O)N1CCC(N2CCC(n3nccc3NC(=O)C3CCOC3)CC2)CC1 (stereo unspecified)	-12.9	-0.2	-10.2	0.0
O=C(CN1CCCCC1)Nc1ccccc1NC(=O)CN1CCCCC1	1.5	-0.3	-5.6	0.0
CCc1c(C)sc(NC(=S)NN2CCN(C)CC2)c1C(=O)OC	-9.3	1.8	-0.8	-0.2
CC(C)(C)c1nnc(NC(=O)c2ccc(F)cc2F)s1	-1.2	-0.3	-73.8	-0.1
CCS(=O)(=O)N1CCC(C(=O)NC2CCCC(C)C2C)CC1 (stereo unspecified)	12.0	-0.3	-0.2	0.1
COC(=O)C1=C(C)NC2=C(C(=O)CC(c3ccc(OC)cc3)C2)C1c1ccc2c(c1)OCO2 (stereo unspecified)	2.8&-12.1	2.4&-0.3	11.6&13.4	0.0&0.4
CCOc1cc(CO)cc(Br)c1OCC(N)=O	-18.9	-0.4	-10.2	0.0

4 records drawn at random from the list so far:
SMILES	MITF inh	GPR151 ag	TEAD-YAP block	FBW7 act
Cc1ccc(CNC(=O)c2c(F)cccc2Cl)cc1	10.3	-0.5	-5.6	0.1
O=C(NCc1ccc2c(c1)OCO2)c1ccc(N2CC3CC(C2)c2cccc(=O)n2C3)c(NS(=O)(=O)c2ccc(Cl)cc2)c1 (stereo unspecified)	-2.5	0.0	-16.2	-1.0
COC(=O)c1sc2ccccc2c1NC(=O)c1cc2ccccc2cc1OC	-1.8	-0.3	-6.7	-0.1
CCN(CC)C(=O)C1CCCN(c2nc(NCc3cccc(C(F)(F)F)c3)c3[nH]cnc3n2)C1 (stereo unspecified)	-1.4	2.5	5.4	0.1

Continued.
SMILES	MITF inh	GPR151 ag	TEAD-YAP block	FBW7 act
CC1(C)N=C(SCC(=O)Nc2ccccc2)C(c2ccc(Cl)cc2)=N1	-4.3	-0.2	-0.9	-0.1
O=C(NCCCc1ccccc1)c1ccc(I)cc1	-7.6	-1.1	-70.0	0.0
Cc1[nH][nH]c(=O)c1C(c1ccccc1Cl)C(C#N)C#N (stereo unspecified)	11.3	0.0	-4.5	0.1
CCCCc1ccc(NC(=O)/C(=C/c2ccc(Br)cc2)NC(=O)c2ccc(C)cc2)cc1	13.6	-0.3	-2.2	0.4
CN(C)S(=O)(=O)c1cccc(C(=O)C(C#N)c2nc(-c3ccc(Cl)cc3)cs2)c1 (stereo unspecified)	17.8	0.3	-1.4	0.1
c1ccc(CCCN2CCC(NCc3cccnc3)CC2)cc1	3.8	2.6	2.8	0.2
CCc1ccc(C2C(C(=O)OC(C)C)C(=O)CC(C)(O)C2C(=O)OC(C)C)cc1 (stereo unspecified)	-10.5	-0.8	1.1	0.1
CCOC(=O)N1CCC(N2CCCC(CO)(Cc3ccccc3C)C2)CC1 (stereo unspecified)	12.0	3.7	19.5	0.1
N#C/C(=C/Nc1ccc(S(N)(=O)=O)cc1)c1nc(-c2ccc(Br)cc2)cs1	19.5	-1.9	-4.3	0.1
CC(C)C(=O)Nc1nnc(S(=O)(=O)N2c3ccccc3CC2C)s1 (stereo unspecified)	-7.3	2.4	-3.8	-0.2
O=C(CCC1CCCC1)NNC(=O)COc1ccc(Br)cc1	-6.3	0.2	4.5	0.0
COCCNC(=O)Cn1cnc2sc(C)c(S(=O)(=O)N3CCC(C)CC3)c2c1=O	-5.0	-0.6	3.3	0.1
O=C(Nc1ccc(Cc2ccncc2)cc1)c1ccc2ccccc2c1	4.5	0.1	-8.1	0.7
O=C(Nc1ncc2c(n1)CC(c1cccs1)CC2=O)c1ccc(Cl)cc1 (stereo unspecified)	-3.8	-0.4	4.7	0.2

The order is random; overall some 3.5% were active at least once.
